Source: PubChem BioAssay (The Scripps Research Institute Molecular Screening Center)
PREPL inhibitor = inhibits the human prolyl oligopeptidase-like enzyme. Q4J6C6. recombinant PREPL, fluorescence polarization activity-based probe. inhibition, % at 5.96 µM. 320,000 compounds, 0.68% hits. AID 2751; in the data active = inhibition above about 43%;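 also: 0% = enzyme with DMSO and 100% = wells lacking enzyme; many of its hits are not listed in these tables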
PAFAH1B3 inh = PAFAH1B3 (human) inhibition | Q15102 | recombinant PAFAH1B3, FP-rhodamine probe, fluorescence polarization | inhibition, % at 3.39 µM | 340,000 compounds, 0.28% hits | AID 492972;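 active = inhibition above the screen-wide average of all tested compounds plus 3 SD, cut at about 25% in these data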;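 also: 0% = enzyme with DMSO only and 100% = wells lacking PAFAH1B3 protein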
Target sequence (Q15102 whole entry, looked up): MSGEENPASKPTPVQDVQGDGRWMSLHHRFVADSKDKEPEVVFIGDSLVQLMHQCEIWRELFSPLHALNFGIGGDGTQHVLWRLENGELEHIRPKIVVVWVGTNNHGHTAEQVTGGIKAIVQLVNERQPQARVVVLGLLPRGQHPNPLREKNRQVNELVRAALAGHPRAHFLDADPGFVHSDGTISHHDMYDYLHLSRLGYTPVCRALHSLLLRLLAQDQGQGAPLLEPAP
PAFAH2 inh = inhibitors of human PAFAH2. AID 492956. recombinant PAFAH2, FP-rhodamine activity probe, fluorescence polarization. 340,000 compounds, 0.99% hits. Q99487. inhibition, % at 3.39 µM;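 active = inhibition above the mean over all tested compounds plus 3 SD, cut at about 30% in these data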;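 also: inhibitors block probe labeling of enzyme so polarization drops; 0% = enzyme with DMSO and 100% = wells lacking PAFAH2 protein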
PAFAH1B2 FP inh = blocks human PAF acetylhydrolase 1b catalytic subunit 2 | P68402 | inhibition, % at 3.39 µM | recombinant PAFAH1B2, FP-rhodamine activity probe, fluorescence polarization | 340,000 compounds, 1.2% hits | AID 492953;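 active = inhibition above the mean of all tested compounds plus 3 SD, cut at about 24% in these data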;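 also: 0% = enzyme with DMSO and 100% = wells lacking PAFAH1B2; many of its hits are not listed in these tables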
Target sequence (P68402 whole entry, looked up): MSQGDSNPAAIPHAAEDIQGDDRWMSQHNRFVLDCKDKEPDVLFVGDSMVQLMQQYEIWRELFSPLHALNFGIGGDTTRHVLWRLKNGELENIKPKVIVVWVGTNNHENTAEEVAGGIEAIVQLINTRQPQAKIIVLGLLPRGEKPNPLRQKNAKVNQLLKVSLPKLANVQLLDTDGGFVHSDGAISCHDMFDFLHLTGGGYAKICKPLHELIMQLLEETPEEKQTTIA
pPAFAH inh = pPAFAH (human) enzyme inhibition; 330,000 compounds, 1.5% hits; recombinant pPAFAH, FP-rhodamine probe fluorescence polarization; Q13093; inhibition, % at 3.39 µM; AID 463082;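 active = inhibition above the mean inhibition across the screen plus 3 SD, cut at about 25% in these data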;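 also: inhibitors block binding of the rhodamine activity-based probe so polarization drops; 0% = enzyme with DMSO and 100% = wells lacking pPAFAH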
ZTA counter = ZTA (EBV) inhibition in EBNA-1 counter-screen | ZTA-DNA binding, fluorescence polarization | inhibition, % at 11 µM | 320,000 compounds, 0.15% hits; in the data active = inhibition above about 33%
Target sequence (P03206 whole entry, looked up): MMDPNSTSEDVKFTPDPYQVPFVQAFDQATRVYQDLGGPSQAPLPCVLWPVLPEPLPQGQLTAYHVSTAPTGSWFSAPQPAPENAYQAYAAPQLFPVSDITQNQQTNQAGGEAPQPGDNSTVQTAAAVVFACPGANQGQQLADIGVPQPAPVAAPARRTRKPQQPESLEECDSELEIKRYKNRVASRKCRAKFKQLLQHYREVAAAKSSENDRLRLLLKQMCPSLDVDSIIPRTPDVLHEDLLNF
EBNA-1 inhibitor = blocks EBNA-1 binding to DNA; EBNA-1 DNA binding, fluorescence polarization; inhibition, % at 14.8 µM; 300,000 compounds, 0.34% hits; in the data active = inhibition above about 28%
LYPLA2 inh = counter-screen for PME1 inhibitors: inhibitors of human LYPLA2; AID 2177; 320,000 compounds, 0.38% hits; O95372; inhibition, % at 5.9 µM; recombinant LYPLA2, FP-Rh probe fluorescence polarization;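 active = inhibition above the screen-wide mean plus 3 SD, limit set per campaign, cut at about 26% in these data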;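 also: 0% = LYPLA2 with DMSO and 100% = wells lacking LYPLA2 enzyme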
LYPLA1 inh = blocks human lysophospholipase 1, a PME1 counter-screen | recombinant LYPLA1, FP-Rh probe fluorescence polarization | AID 2174 | inhibition, % at 5.9 µM | 320,000 compounds, 0.16% hits;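 active = inhibition above the mean of all tested compounds plus 3 SD, set per campaign, cut at about 14% in these data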;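 also: inhibitors block serine hydrolase probe labeling of LYPLA1 so polarization falls; 0% = enzyme with DMSO and 100% = wells lacking LYPLA1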
Target sequence (O75608 whole entry, looked up): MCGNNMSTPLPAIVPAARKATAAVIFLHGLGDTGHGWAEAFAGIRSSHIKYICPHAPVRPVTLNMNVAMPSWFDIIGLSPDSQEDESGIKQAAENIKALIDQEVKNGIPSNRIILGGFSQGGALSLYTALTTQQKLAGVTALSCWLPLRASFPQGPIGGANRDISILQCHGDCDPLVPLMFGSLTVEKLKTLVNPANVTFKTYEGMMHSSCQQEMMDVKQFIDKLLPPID
* hit, by the source's call; . = not tested or not shown. An excerpt; count on the stated rates, not on these rows.

SMILES	PREPL inhibitor	PAFAH1B3 inh	PAFAH2 inh	PAFAH1B2 FP inh	pPAFAH inh	ZTA counter	EBNA-1 inhibitor	LYPLA2 inh	LYPLA1 inh
Cc1nn(C)cc1S(=O)(=O)NCc1ccccc1Cl	-4.0	0.4	0.0	3.8	4.3	-7.2	-8.5	6.6	4.5
COc1ccc(OC)c(NC(=O)c2cccc(S(=O)(=O)N(Cc3ccccc3)c3ccccc3OC)c2)c1	-6.1	1.6	-1.1	-3.7	2.7	-2.5	10.1	2.5	-3.1
Cc1cc(Cl)ccc1OCC(=O)NN1C(=O)C2C3C=CC(C3)C2C1=O (stereo unspecified)	-1.6	7.3	9.3	8.1	4.7	-24.0	-6.4	4.9	-3.2
Cc1ccc(C(c2nnnn2CC2CCCO2)N2CCN(C(=O)c3ccco3)CC2)cc1 (stereo unspecified)	16.7	-0.8	-3.8	2.3	-1.1	11.0	-1.1	-2.4	0.6
Cc1cc(C(F)(F)F)nn1CC(=O)NCc1cccs1	-2.5	-2.5	-4.3	-2.4	0.2	-8.0	0.6	2.0	1.0
CCOC(=O)N1CCN(C(=O)CCCCCn2c(=S)[nH]c3ccsc3c2=O)CC1	-4.0	4.8	-1.6	0.8	4.2	-0.6	5.1	4.8	4.5
Cc1c(C(=O)O)oc2ccc(S(=O)(=O)NCc3ccc4c(c3)OCO4)cc12	14.4	-1.3	-1.2	3.9	-1.4	1.3	-7.3	-2.2	3.9
CCCSc1nnc(CSc2ncccn2)n1C	-4.7	5.6	-2.1	0.4	-0.4	-0.2	-1.7	-1.6	-0.7
CC1CCN(C(=O)NC(=O)c2ccccc2)CC1	6.4	-1.2	2.9	-5.4	3.6	-2.5	19.3	3.0	3.6
Cc1ccc(-c2cc(N)n(-c3ccc(F)cc3)n2)cc1	-16.1	-6.3	2.0	1.8	5.7	15.3	6.3	2.1	5.6
N#CCSc1ncnc2ccccc12	2.4	6.3	1.9	11.2	1.5	9.9	0.8	6.8	5.3
CN(C(=S)Nc1cccnc1)c1ccc(O)cc1	9.5	7.5	4.2	-3.1	29.0*	20.9	6.3	-2.2	-3.6

Shown as a hit in pPAFAH inh (from the list above):
smiles	PREPL inhibitor	PAFAH1B3 inh	PAFAH2 inh	PAFAH1B2 FP inh	pPAFAH inh	EBNA-1 inhibitor
CN(C(=S)Nc1cccnc1)c1ccc(O)cc1	9.5	7.5	4.2	-3.1	29.0*	6.3

Continuation:
SMILES	PREPL inhibitor	PAFAH1B3 inh	PAFAH2 inh	PAFAH1B2 FP inh	pPAFAH inh	ZTA counter	EBNA-1 inhibitor	LYPLA2 inh	LYPLA1 inh
CC(C)CNC(=O)COC(=O)c1ccc(Cl)c(S(=O)(=O)N2CCc3ccccc32)c1	-6.7	-5.1	11.6	1.2	5.0	5.5	2.9	0.2	-1.3
C/C(=N\NC(=O)c1cc2c(s1)CCC(C)C2)c1ccc[nH]1 (stereo unspecified)	12.9	5.4	7.7	0.1	2.5	-7.8	.	-2.2	-2.6
COC(=O)c1sccc1-c1ccc(C(=O)Nc2cccc(Cl)c2)o1	-9.4	-20.3	-28.7	-11.8	-25.4	3.6	-2.8	-50.8	-24.0
COc1ccccc1C(=O)NC(CCSC)C(=O)NNC(=O)C(C)Oc1ccccc1F (stereo unspecified)	-1.5	2.9	5.4	5.2	3.4	5.7	.	3.6	0.8
C=C(Br)Cn1c(CC(C)C)nc2ccccc21	-1.8	1.4	-7.5	21.9	-1.7	-10.9	2.3	2.3	1.3
O=C(Nc1ccc2c(c1)OCO2)c1ccc(N2C(=O)c3ccccc3C2=O)cc1	9.5	2.4	-6.8	4.5	3.5	-7.7	0.6	0.8	0.5
CN(C)S(=O)(=O)c1ccc(NC(=O)COC(=O)C2CC3CCCC(C2)C3=O)cc1 (stereo unspecified)	6.5	8.7	5.5	7.4	2.6	7.9	12.3	-1.1	-0.8
CC(C)OC(=O)c1ccc(NC(=O)C2C3CC4OC(=O)C2C4C3)cc1 (stereo unspecified)	8.8	7.2	2.1	5.5	-3.4	-3.6	-8.1	-0.8	-4.5
CCC(C)[C@H](NC(=O)Nc1cccc(Cl)c1)C(=O)O (stereo partly specified)	-6.6	6.0	4.8	6.8	-0.1	2.2	-0.8	-1.9	-1.7
CC(C)N(C(=O)[C@H]1CC(CC(=O)NCc2cccc(C(F)(F)F)c2)C(=O)N2CCc3c([nH]c4ccccc34)[C@]12C)C(C)C (stereo partly specified)	26.7	9.8	3.7	5.5	5.4	.	.	.	.
O=C(O)C1Nc2c(Cl)cc(Cl)cc2C2C=CCC12 (stereo unspecified)	11.0	22.2	82.3*	36.1*	81.1*	14.9	16.6	17.8	1.8
O=C(CSc1nnc(-c2cccnc2)n1-c1ccccc1)Nc1ccccc1	19.5	0.0	4.7	-3.6	1.5	15.2	3.3	4.4	0.5

An excerpt from above in order of their number in PAFAH1B3 inh, largest number first.
SMILES	PREPL inhibitor	PAFAH1B3 inh	PAFAH2 inh	PAFAH1B2 FP inh	pPAFAH inh	EBNA-1 inhibitor
COc1ccccc1C(=O)NC(CCSC)C(=O)NNC(=O)C(C)Oc1ccccc1F (stereo unspecified)	-1.5	2.9	5.4	5.2	3.4	.
O=C(Nc1ccc2c(c1)OCO2)c1ccc(N2C(=O)c3ccccc3C2=O)cc1	9.5	2.4	-6.8	4.5	3.5	0.6
C=C(Br)Cn1c(CC(C)C)nc2ccccc21	-1.8	1.4	-7.5	21.9	-1.7	2.3

Continued:
SMILES	PREPL inhibitor	PAFAH1B3 inh	PAFAH2 inh	PAFAH1B2 FP inh	pPAFAH inh	ZTA counter	EBNA-1 inhibitor	LYPLA2 inh	LYPLA1 inh
O=C(Nc1ccc(Cc2ccncc2)cc1)c1ccco1	-4.7	8.0	1.7	0.9	1.2	4.5	11.5	-0.3	2.2
CC(=O)N1CCN(CC(=O)NC(=O)Nc2ccc3c(c2)OCCO3)CC1	2.4	-2.5	1.9	1.5	4.0	0.6	3.4	9.4	3.4
CCCCn1c(=O)[nH]c(=O)c2c1nc(-c1cc(Br)ccc1OC)n2C	-3.9	-1.5	-4.1	5.8	5.5	-6.3	-6.1	-2.8	-1.1
COc1ccc(C2=NO[C@@H]3[C@@H]4C[C@@H]([C@H]5C(=O)N(C)C(=O)[C@@H]45)[C@H]23)cc1	0.6	7.1	4.2	0.0	-0.6	-0.4	-3.2	-1.3	-5.4
CN(CC(=O)Nc1cccc(F)c1)C(=O)c1ccccc1OCC(=O)Nc1cccc(C(F)(F)F)c1	3.2	-2.5	0.3	7.1	6.7	-9.6	-8.5	-5.9	-1.9
CCc1cc2c(=O)c(-c3ccc(F)cc3)c(C)oc2cc1OCC(=O)O	5.1	10.3	3.4	2.1	5.1	1.4	-0.3	1.1	1.3
CC1(C)Cc2ccccc2-c2nnc(SCc3ccccc3)n21	8.3	8.8	-0.2	4.1	3.8	-12.4	-0.8	4.2	2.1
CC(=O)c1ccc(NC(=O)COC(=O)c2c3c(nc4ccccc24)/C(=C\c2cccs2)CCC3)cc1	1.3	-60.3	-42.0	-29.5	-20.2	17.7	43.5*	-71.8	-52.9
Clc1ccc(-n2nnnc2-c2cnc(-c3ccncc3)nc2-c2cccs2)cc1	14.9	13.7	-6.3	10.6	2.3	-2.5	8.4	-9.6	-5.8
CC1CCN(C(=O)CNC(=O)c2ccc(Cl)cc2Cl)CC1	-0.5	3.9	-4.2	-1.3	-7.4	16.5	4.3	-1.2	-0.9
CCOC(=O)c1cnc2ccc(F)cc2c1Nc1ccc2c(c1)OCCO2	5.2	3.9	-11.3	3.2	12.3	0.8	9.6	1.8	-2.0
Cn1c(=O)c2c(nc(Cc3ccc(N)cc3)n2C)n(C)c1=O	1.7	0.8	11.6	3.7	-2.4	6.1	-2.9	1.5	2.2
C/C(=N\Nc1ccccn1)c1ccc(S(=O)(=O)NCc2ccco2)cc1	13.6	3.1	6.8	0.3	0.6	3.2	-14.4	1.7	2.6
COC(=O)CN1C(=O)C(O)(CC(=O)c2ccc(C)cc2)c2cc(Br)ccc21 (stereo unspecified)	-3.5	4.9	2.9	9.1	5.7	-2.6	3.8	-5.1	2.0
O=C(CSc1nnc(-c2ccco2)n1Cc1ccccc1)NC(=O)NCc1ccccc1	-3.0	11.6	2.0	21.9	-1.3	4.0	-9.6	-0.3	-1.3
CCC(Sc1ncccc1Nc1ccccn1)C(=O)O (stereo unspecified)	4.0	8.4	10.1	11.5	0.1	15.4	8.3	-4.7	-1.0
O=C(Nc1ccncc1)c1ccccc1[N+](=O)[O-]	16.6	4.9	2.9	1.7	1.7	0.8	3.2	3.0	3.3
CCC(Oc1ccc(C)cc1)C(=O)Nc1ccc(S(=O)(=O)Nc2nccs2)cc1 (stereo unspecified)	-2.1	-3.7	15.5	11.7	5.2	12.9	2.5	6.8	-3.6
O=C(Nc1cc(C(F)(F)F)ccc1N1CCOCC1)C1=NN(c2ccccc2)C(=O)CC1	12.7	0.0	-0.9	1.5	10.3	9.4	-1.0	0.4	-3.8
CCn1c(COc2ccccc2)nnc1SCC(=O)c1cccc([N+](=O)[O-])c1	16.5	-2.7	6.5	1.5	0.2	-9.5	-5.7	-3.0	-0.7
O=C(CCN1CCCCC1)Nc1cccc(Br)c1	0.9	3.9	-1.0	1.8	-1.7	0.2	-0.8	-0.7	-1.6
O=C(CSc1nc2c(c(=O)n1-c1ccc(Cl)cc1)SCC2)NCc1ccco1	5.8	4.2	-1.8	-0.8	6.0	-12.6	5.3	3.7	-1.6
Cc1cccc(N2C(=O)C(O)=C(C(=O)c3cccs3)C2c2ccccc2)n1 (stereo unspecified)	-1.0	-2.3	9.8	3.7	2.3	-2.6	8.5	-1.5	-0.6
Cc1ccc2nc(-c3ccc(NC(=S)NC(=O)C(C)C)cc3)sc2c1	-4.0	-0.9	-6.0	-1.6	-0.3	-1.9	-3.9	-4.0	0.8
C=CCC1(CC=C)CCCN1C(=O)CC1C(=O)NCCN1Cc1cc(OC)cc(OC)c1 (stereo unspecified)	8.1	11.7	4.5	4.2	0.5	-8.9	10.9	3.9	4.0
COc1ccc(OCC(O)CN2CCN(Cc3ccc4c(c3)OCO4)CC2)cc1 (stereo unspecified)	14.6	7.9	-1.0	0.3	-1.8	-4.0	0.1	7.6	1.1
NC(=O)c1ccccc1OCC(=O)NS(=O)(=O)c1ccc(Cl)cc1	11.0	10.0	5.1	19.2	-6.5	-1.6	-6.6	-6.9	-1.7
Cc1ccc2[nH]c(=O)c3cc(C(=O)N(CCCOC(C)C)Cc4ccco4)sc3c2c1	-39.4	1.2	6.6	6.6	-10.0	9.1	-7.3	-13.3	-5.3
